697 NFkB inh: inhibitors of PMA/ionomycin-induced NF-kB reporter, 697 cells, primary screen, B-cell NF-kB inhibitor project, cell-based, luminescence, uHTS; 697 B-cell NF-kB luciferase reporter, 16 h; inhibition, % at 4 µM; 330,000 compounds, 0.33% hits; AID 435022, 2010; in the data active means inhibition above about 35%
CCR6 antagonist: CCR6 receptor antagonists, primary screen, cell-based, CHO-K1, luminescence, beta-arrestin, uHTS | CHO-K1 CCR6 PathHunter beta-arrestin, CCL20-stimulated | 340,000 compounds, 0.49% hits | inhibition, % at 20 µM | AID 493098, 2011 | C-C chemokine receptor type 6 (Homo sapiens), P51684;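 active means compounds whose inhibition of the agonist-driven luminescence signal at 20 µM reaches about 50%, limit read from the data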;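 further: cells stimulated with CCL20 at 14 nM final; plate controls were DMSO with CCL20 for no effect and DMSO without agonist for full effect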
Jurkat NFkB inh: inhibitors of induced NF-kB luciferase reporter, primary screen, TCR NF-kB activation inhibitor project, cell-based, luminescence, uHTS; Jurkat, PMA/ionomycin-induced NF-kB luciferase reporter; inhibition, % at 4 µM; 330,000 compounds, 0.53% hits; in the data active means inhibition above about 50%
CXCR6 block: CXCR6 receptor inhibitors, primary screen, cell-based, beta-arrestin, luminescence, CHO-K1 PathHunter, 1536-well | C-X-C chemokine receptor type 6 (Homo sapiens), O00574 | inhibition, % at 20 µM | 360,000 compounds, 0.36% hits; in the data active means inhibition above about 34%, passing the limit was not always enough;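 further: antagonist mode with CXCL16 agonist at 10 nM final; 0% = 10 nM CXCL16 with DMSO and 100% = unstimulated wells without agonist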
Target sequence (O00574 whole entry, looked up): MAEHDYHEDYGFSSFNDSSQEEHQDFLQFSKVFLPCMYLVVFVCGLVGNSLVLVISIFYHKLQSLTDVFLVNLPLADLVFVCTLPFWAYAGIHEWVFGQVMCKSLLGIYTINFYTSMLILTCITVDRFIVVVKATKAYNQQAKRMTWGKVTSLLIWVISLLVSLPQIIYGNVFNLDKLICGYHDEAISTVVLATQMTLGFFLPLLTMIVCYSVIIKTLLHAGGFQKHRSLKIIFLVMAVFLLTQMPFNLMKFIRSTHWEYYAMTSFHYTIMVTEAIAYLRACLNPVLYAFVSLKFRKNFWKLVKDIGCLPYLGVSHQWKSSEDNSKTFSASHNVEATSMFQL
EBI2 block: EBI2 receptor antagonists, beta-arrestin recruitment, primary screen, cell-based, luminescence, 7a,25-OHC stimulation, uHTS. G-protein coupled receptor 183 (Homo sapiens), P32249. 7a,25-OHC stimulated. inhibition, % at 5 µM. AID 651636, 2012. 360,000 compounds, 0.81% hits; in the data active means inhibition above about 38%;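 further: enzyme fragment complementation signal reports receptor beta-arrestin coupling in cells; 0% = agonist plus DMSO wells and 100% = wells without agonist; some results beyond the cut were filed as inactive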
Gli-Sufu antag: Gli-Sufu pathway antagonists, primary screen, luciferase luminescence, Sufu-KO-LIGHT cells, uHTS; Sufu-KO-LIGHT fibroblasts, Gli luciferase reporter luminescence; inhibition, % at 5 µM; 340,000 compounds, 0.74% hits;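 active means inhibition above about 55%, limit read from the data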;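 further: 0% = DMSO-treated cells and 100% = wells with medium but no cells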
APJ antag: antagonists of human apelin receptor APJ, primary screen, CHO-K1 cells, beta-arrestin complementation, luminescence. inhibition, % at 20 µM. 330,000 compounds, 0.32% hits. AID 2521, 2010;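 active means inhibition above about 40% at 20 µM, limit read from the data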;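 further: cells challenged with 10 nM apelin-13 agonist together with compound; plate controls were apelin-13 plus DMSO wells for no effect and DMSO wells lacking apelin-13 for full effect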
Target sequence (P35414 whole entry, looked up): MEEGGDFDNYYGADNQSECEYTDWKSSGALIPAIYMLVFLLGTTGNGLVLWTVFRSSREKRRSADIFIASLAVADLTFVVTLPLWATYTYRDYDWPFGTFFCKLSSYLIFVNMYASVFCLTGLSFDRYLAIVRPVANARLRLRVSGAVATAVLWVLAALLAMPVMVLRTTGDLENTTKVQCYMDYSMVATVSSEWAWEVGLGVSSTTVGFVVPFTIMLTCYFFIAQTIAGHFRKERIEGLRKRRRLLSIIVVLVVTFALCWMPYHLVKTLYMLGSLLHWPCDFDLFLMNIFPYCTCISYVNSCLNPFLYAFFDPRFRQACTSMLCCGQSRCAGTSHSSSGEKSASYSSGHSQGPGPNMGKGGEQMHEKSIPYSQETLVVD
UBC13 polyUb: UBC13 polyubiquitin chain formation inhibitors, primary screen, biochemical, TR-FRET, uHTS; Ubiquitin-conjugating enzyme E2 N (Homo sapiens), P61088; 330,000 compounds, 0.47% hits; inhibition, % at 20 µM; in the data active means inhibition above about 45%, passing the limit was not always enough
Target sequence (P61088 whole entry, looked up): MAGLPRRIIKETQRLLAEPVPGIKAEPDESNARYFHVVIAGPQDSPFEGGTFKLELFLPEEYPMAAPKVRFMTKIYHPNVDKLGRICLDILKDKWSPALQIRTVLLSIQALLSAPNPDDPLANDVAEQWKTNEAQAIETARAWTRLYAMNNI
An asterisk follows results filed as active; / = not tested or not shown. Not a hit list, and some 3% of all compounds hit somewhere here.

SMILES | 697 NFkB inh | CCR6 antagonist | Jurkat NFkB inh | CXCR6 block | EBI2 block | Gli-Sufu antag | APJ antag | UBC13 polyUb
O=C(C1CC(=O)N(c2ccc3c(c2)OCCO3)C1)N1CCCC(C(F)(F)F)C1 (stereo unspecified) | 10.5 | 16.4 | -14.9 | 0.1 | -11.9 | -6.6 | -31.1 | 1.2
COc1cc(NC(=S)NCc2cccnc2)c(OC)cc1Cl | -5.2 | 4.5 | 12.6 | 0.2 | -4.7 | -1.9 | -4.7 | 3.6
CSc1ccccc1NC(=O)COC(=O)Cc1ccsc1 | 12.9 | 1.7 | 3.5 | -0.1 | -6.5 | 8.7 | -7.9 | 11.4
CCOC(=O)C(C)On1c(-n2nc(C)cc2C)nc2ccccc2c1=O (stereo unspecified) | -17.6 | 16.5 | -9.1 | -1.0 | -8.0 | 5.0 | -11.8 | -9.4
Cc1cc(C)c2ccc(C(=O)O)nc2c1O | 13.3 | 2.6 | -1.9 | -3.1 | -10.0 | 3.7 | -44.2 | -39.9
O=C(CCc1ccc(S(=O)(=O)N2CCOCC2)cc1)Nc1ccc(F)c(F)c1F | 2.2 | 1.5 | 5.3 | -0.4 | 15.7 | 0.8 | 5.8 | 6.6
COc1ccc(OC)c(-c2cc(C(=O)Nc3cccc(Cl)c3)no2)c1 | 33.4 | 12.9 | 2.8 | 3.3 | 22.2 | -11.4 | 1.9 | 36.1
CCCSc1nc2c(cnn2-c2ccc(F)cc2)c(=O)[nH]1 | -8.9 | 7.5 | -2.2 | -1.9 | -2.5 | 8.1 | 7.0 | -11.9
CC(=O)C1(O)C(C)CC2C3CC=C4CC(O)CCC4(C)C3CCC21C (stereo unspecified) | / | -4.7 | / | -0.2 | 5.8 | 5.8 | / | /
CCCN(CCC)C(=O)CSc1nc2n[nH]c(C)c2c(=N)n1-c1ccc(OCC)cc1 | -45.3 | 0.7 | 30.8 | 1.7 | 12.5 | 18.3 | -19.9 | -1.4
COC(=O)N/N=C\c1cccc(OC(=O)c2cccs2)c1 | 11.0 | -2.2 | -10.2 | 0.2 | -4.2 | 25.5 | -2.0 | 4.8
COc1ccc(CC(=O)NC(C)c2ccc3ccccc3c2)cc1 (stereo unspecified) | 5.1 | 27.1 | 5.6 | -0.2 | -1.3 | 8.5 | 20.0 | 0.1
CC(=O)N1CCN(C(=O)CCc2cc(C(C)(C)C)c(O)c(C(C)(C)C)c2)CC1 | -18.8 | 3.4 | -4.7 | -5.3 | -4.3 | 17.4 | 13.9 | -7.6
CC(=O)Nc1ccc(NC(=O)c2ccc(Cl)c(S(=O)(=O)N3CCc4ccccc43)c2)cc1 | / | 3.6 | / | -14.1 | 2.8 | 16.3 | / | /
O=C(NCC1CCCO1)c1ccc2c(c1)N(Cc1ccccc1)C(=O)CS2 (stereo unspecified) | -17.5 | 14.5 | -4.0 | -0.3 | 4.4 | -4.8 | 6.6 | -1.9
O=C(/C=N/O)Nc1cccnc1 | 19.9 | 1.3 | 2.5 | 1.3 | -0.9 | 4.0 | -3.3 | 9.9
CCCC1Cc2c(sc3nc(SC)nc(N)c23)CO1 (stereo unspecified) | -5.8 | -2.0 | -0.3 | -1.3 | 7.0 | -6.0 | -16.8 | -0.4
COc1ccccc1CC1(C)NC(=O)N(CC(=O)N2CCc3ccccc3C2)C1=O (stereo unspecified) | 8.7 | 5.7 | 4.7 | 5.1 | 2.9 | 1.2 | -0.4 | -2.2
CNC(=O)N(O)C1N(C)C(=O)N(CC(=O)OC)C1(C)C (stereo unspecified) | 16.0 | 21.6 | 2.4 | 8.2 | 4.6 | -19.6 | 2.6 | -1.1
CCC(=O)Oc1ccc(C(CC)C(CC)c2ccc(OC(=O)CC)cc2)cc1 (stereo unspecified) | 12.5 | -3.2 | 10.0 | -3.3 | 36.3 | 7.6 | 3.0 | -3.7
COc1cc(OC)cc(C(=O)N2c3ccc(F)cc3CCC2C)c1 (stereo unspecified) | -19.9 | 22.5 | -11.1 | 10.1 | 4.1 | -1.6 | 4.7 | -1.8
COc1cccc(-n2c(SCC(=O)c3c[nH]c4ccccc34)nc3ccccc3c2=O)c1 | 2.7 | 11.5 | 5.1 | -6.8 | 10.7 | -5.4 | 5.6 | 3.1
COc1ccccc1C(=O)O/N=C1/CCCc2c1ccc(OC)c2[N+](=O)[O-] | 10.3 | -8.1 | -4.5 | -3.5 | 13.5 | 1.1 | -16.7 | -3.6
CC(=O)c1ccc(NC(=S)N2c3ccccc3CC2C)cc1 (stereo unspecified) | -3.0 | 6.3 | -10.3 | -5.8 | -10.2 | -5.2 | 10.1 | -4.6
CC(Oc1ccc2c3c(c(=O)oc2c1)CCC3)C(=O)NCc1ccccn1 (stereo unspecified) | 19.4 | 3.8 | 0.2 | 2.3 | 10.5 | -15.6 | -2.3 | 2.5
CCn1c(SCC(=O)N2CCCc3ccccc32)nnc1-c1ccco1 | 23.5 | 11.1 | -9.0 | 10.5 | 1.8 | 9.6 | 15.4 | -4.9
O=C1CC[C@H](O)CCN1[C@H](CSc1ccc(Br)cc1)Cc1ccccc1 | -5.0 | 1.5 | -3.2 | -8.0 | 12.8 | 3.8 | -5.1 | -6.2
COc1cccc(CNC(=O)CCC2CCCN(C3CCOCC3)C2)c1 (stereo unspecified) | 10.0 | 8.9 | 3.8 | 1.9 | -1.3 | 7.1 | 5.2 | 7.4
COc1ccc(NC(=S)NC(=NS(=O)(=O)c2ccc(Cl)cc2)c2ccccc2)cc1 | -82.7 | 17.1 | -59.0 | 8.5 | 29.7 | -70.7 | 30.9 | 10.0
Cc1ccc(-n2c(C)c([N+](=O)[O-])c3ccc(O)c(CN(C)C)c32)cc1 | -37.2 | 12.3 | 18.6 | 8.4 | 15.0 | -8.3 | 0.1 | -10.5
O=C1C2C3C=CC(C4CC34)C2C(=O)N1CCCCN1CCN(c2ccc(F)cc2)CC1 (stereo unspecified) | -34.3 | 6.0 | -10.5 | -4.3 | 2.2 | 3.1 | 13.9 | 54.4*
COc1ccc(C(=O)Oc2ccc(C(C)=O)cc2)c(OC)c1 | 13.0 | -7.8 | -3.2 | 9.4 | -6.3 | -4.7 | 5.9 | 4.3
COc1ccc(C=Nc2cccnc2N)cc1 | -9.3 | -14.8 | 5.3 | -1.9 | -3.1 | 1.8 | -22.9 | -11.8
COc1ccccc1/C=N/NC(=O)c1ccc(N(C)S(=O)(=O)c2ccccc2)cc1 | -12.3 | 10.5 | -9.9 | -2.8 | 25.1 | -14.5 | 10.2 | -5.1
O=S(=O)(NCCO)c1cccc2cccnc12 | 6.9 | 4.4 | 8.7 | -0.1 | 0.1 | -0.2 | -10.6 | 6.6
Cc1ccc(CN(CC(=O)NC2CCCCC2)C(=O)c2csnn2)cc1 | 5.6 | 15.8 | 11.8 | -2.1 | -11.2 | -19.5 | 18.0 | 4.9
CCCN(CCC)CCCNC(=O)CC1Nc2ccccc2NC1=O (stereo unspecified) | 11.0 | -22.8 | -22.4 | -1.9 | -7.3 | 38.9 | 6.2 | 19.2
COc1ccc(-n2c(SCC(=O)Nc3cc(C)on3)nc3c(c2=O)SCC3)cc1OC | 11.1 | 11.0 | 5.7 | 0.4 | -10.9 | -6.4 | -0.5 | -6.7
O=S(=O)(c1ccc(NC(=S)NCc2cccnc2)cc1)N1CCCCC1 | 13.3 | 5.1 | 18.8 | -7.2 | 2.7 | 12.7 | 6.9 | 15.6
COc1ccc(N(CC(=O)NC2CCCC2)C(=O)Cn2nnc(-c3ccc(C)o3)n2)cc1 | 3.1 | 1.6 | 3.1 | 1.0 | -2.5 | 4.5 | -1.2 | 5.6
O=[N+]([O-])c1ccc(-c2cn(-c3ccc(Cl)cc3)c(=S)[nH]2)cc1 | / | 2.8 | / | -10.7 | -2.0 | -26.2 | / | /
O=C(Cn1cnc([N+](=O)[O-])n1)N/N=C/c1ccccc1O | -16.8 | -5.8 | -8.7 | -7.2 | 5.6 | 6.0 | -52.0 | -4.7
CC(C)CN(C(=O)COC(=O)CSc1ccc(Br)cc1)C1CCS(=O)(=O)C1 (stereo unspecified) | -1.4 | -3.1 | 10.7 | -2.3 | 2.8 | -2.4 | 12.4 | -0.9
COc1ccc(-n2c(CN3CCN(c4ccccn4)CC3)nc3ccc([N+](=O)[O-])cc3c2=O)c(OC)c1 | -0.3 | 2.1 | 0.4 | -4.0 | -4.4 | 7.8 | 4.6 | 5.6
COc1ccc(C)cc1NC(=O)c1nn(C)c(C(=O)Nc2cc(C)ccc2OC)c1[N+](=O)[O-] | -0.8 | 4.7 | 8.8 | 12.3 | 15.7 | -0.6 | 24.7 | 3.5
Cc1c(OCC(=O)NCCN2CCOCC2)ccc2c1oc(=O)c1ccccc12 | 3.9 | -22.9 | 0.4 | -10.5 | 0.7 | 37.5 | -32.5 | 17.8
CCC(=O)Nc1c(C#N)c2nc3ccccc3nc2n1C1CCCCC1 | -16.4 | 9.7 | 4.9 | 1.7 | 1.9 | -0.8 | 10.1 | 16.5
O=C(Cn1cnc2c(cnn2-c2ccccc2)c1=O)NCCc1ccccc1 | 13.3 | -0.1 | -13.4 | -0.7 | 1.9 | -4.0 | 1.2 | -5.0
COc1cc(-c2nnc(-c3cc(-c4ccccc4)nc4ccccc34)o2)cc(OC)c1OC | / | -8.2 | / | -13.7 | -4.2 | 14.9 | / | /
CC(C)=N/N=C1/NC(=O)C(Cc2ccccc2)S1 (stereo unspecified) | 4.0 | 21.4 | 0.5 | 0.9 | -0.7 | -1.7 | 15.9 | 4.2
COc1ccc2nc(Sc3c([N+](=O)[O-])nc(C)n3Cc3ccccc3)[nH]c2c1 | 38.8* | 13.4 | -8.9 | / | / | 2.7 | 6.0 | -3.3
CNC1(C(N)=O)CCNCC1 | -3.0 | 6.7 | 6.8 | -7.6 | -2.9 | -10.3 | 0.6 | -2.1
CCOC(=O)CN1C(=O)N[C@@H](CCc2ccccc2)C(C(C)=O)=C1C | 18.0 | 4.5 | -6.3 | / | / | -2.1 | 6.3 | 1.9
O=C(N[C@@H](CCC/[N+]([O-])=C/c1ccccc1)C(=O)O)OCc1ccccc1 | 16.2 | 15.9 | / | 2.2 | -2.2 | -0.1 | / | /
Cc1ccc(S(=O)(=O)N2CCOCC2)cc1NC(=O)COC(=O)c1ccc(Cl)s1 | 7.9 | 12.6 | -10.1 | -1.6 | 5.3 | 3.8 | 8.1 | -9.1
COc1ccccc1NC1=C(C)C(=O)CC1 | 22.3 | -2.6 | -12.2 | -5.3 | 3.8 | 20.6 | 3.3 | -1.3
O=C(Cc1ccc([N+](=O)[O-])cc1)Nc1cccc(C(F)(F)F)c1 | -20.3 | 4.5 | 1.9 | 0.1 | 3.4 | 7.3 | -5.0 | -18.5

An excerpt of these results, in CSV form:
smiles,697 NFkB inh,CCR6 antagonist,Jurkat NFkB inh,CXCR6 block,EBI2 block,Gli-Sufu antag,APJ antag,UBC13 polyUb
O=C(Cn1cnc2c(cnn2-c2ccccc2)c1=O)NCCc1ccccc1,13.3,-0.1,-13.4,-0.7,1.9,-4.0,1.2,-5.0
COc1cc(-c2nnc(-c3cc(-c4ccccc4)nc4ccccc34)o2)cc(OC)c1OC,/,-8.2,/,-13.7,-4.2,14.9,/,/
CC(C)=N/N=C1/NC(=O)C(Cc2ccccc2)S1 (stereo unspecified),4.0,21.4,0.5,0.9,-0.7,-1.7,15.9,4.2
COc1ccc2nc(Sc3c([N+](=O)[O-])nc(C)n3Cc3ccccc3)[nH]c2c1,38.8*,13.4,-8.9,/,/,2.7,6.0,-3.3

High-throughput results (PubChem BioAssay)
